# PG9 binder: small molecules binding HIV-1 gp120 antibody PG9; TR-FRET gp120-PG9 antibody binding; inhibition, % at 6.7 µM; hit rate 0.43% among 360,000; AID 624416; in the data active = inhibition above about 8.5%
# TDP2 inh: blocks human TDP2 phosphodiesterase activity. hit rate 0.34% among 370,000. recombinant TDP2, T5PNP hydrolysis, p-nitrophenol absorbance 415 nm. O95551. inhibition, % at 12.8 µM. AID 720702;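 active = inhibition above the mean of all tested compounds plus 3 SD, set per campaign, cut at about 25% in these data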;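 also: 0% = DMSO with enzyme and 100% = buffer with substrate but no TDP2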
#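 Assay system: recombinant human TDP2 / Reagent: T5PNP substrate at 5 mM, a TopII-DNA adduct mimic / Measured by: epi absorbance from released p-nitrophenol / Evaluation: % inhibition relative to enzyme-containing and enzyme-free wells / Control set: enzyme-free and DMSO wells / Replicates: each compound tested once, singlicate / Schedule: enzyme reaction with compound for 2 h at 37 °C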
# TCR-CD3 inh: inhibitors of human TCR-CD3 interaction; AID 651800; TAMRA-labeled TCR probe fluorescence, biochemical; hit rate 0.37% among 360,000; inhibition, % at 9.4 µM; in the data active = inhibition above about 19%;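 also: recombinant mutant TCR 2C K166C tagged with TAMRA read by polarization; 0% = receptor in buffer alone and 100% = receptor with positive control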
# Rev-erbA mod: modulators of human Rev-erb alpha DNA binding; Rev-erbα–FITC-DNA binding, fluorescence polarization, 90 min; activity, % at 10 µM; hit rate 0.79% among 370,000; AID 1259318;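 active = activity above about 14%, limit read from the data; passing the limit was not always enough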;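 also: 0% = DMSO wells with 35 nM protein and 100% = DMSO wells with 750 nM protein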
# PRMT1 inh: PRMT1 (human) inhibition, primary screen; Q99873; inhibition, % at 2.79 µM; hit rate 1.3% among 370,000; recombinant PRMT1, activity-based probe fluorescence polarization;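 active = inhibition above about 21% made by adding two undisclosed values, limit read from the data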
# mABHD4 FP: inhibits mouse alpha/beta hydrolase domain 4. purified mABHD4, FP-Rh probe fluorescence polarization. hit rate 0.54% among 370,000. Q8VD66. inhibition, % at 8.92 µM;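 active = inhibition exceeding the mean over every tested compound plus 3 SD, cut at about 30% in these data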;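 also: 0% = plate median of compound wells and 100% = S159A mutant with DMSO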
# Target sequence (Q8VD66 whole entry, looked up, the tested form may be a part): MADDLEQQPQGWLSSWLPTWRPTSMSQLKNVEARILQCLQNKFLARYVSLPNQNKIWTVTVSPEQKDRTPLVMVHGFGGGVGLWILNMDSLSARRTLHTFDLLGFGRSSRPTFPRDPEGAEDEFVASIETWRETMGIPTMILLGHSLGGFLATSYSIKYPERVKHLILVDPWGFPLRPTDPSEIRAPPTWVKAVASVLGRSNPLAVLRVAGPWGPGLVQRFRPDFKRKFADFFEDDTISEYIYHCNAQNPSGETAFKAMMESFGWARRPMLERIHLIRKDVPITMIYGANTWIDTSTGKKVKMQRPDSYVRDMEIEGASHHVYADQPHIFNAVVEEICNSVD
#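 Test system: mouse ABHD4 enzyme, wild type. Reagent: FP-Rh fluorescent activity-based probe, added after compound pre-incubation. Timing: pre-incubation 45 min, probe exposure 60 min, at 25 °C. Technique: FP readout, ex 525 nm / em 598 nm. Benchmarks: high control S159A mutant with DMSO, low control median of compound wells.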
# HTRA1 inhibitor: inhibitors of human serine peptidase HTRA1 | inhibition, % at 5.96 µM | hit rate 0.5% among 340,000 | AID 504803 | Q92743 | recombinant HTRA1, FP-rhodamine activity-based probe, fluorescence polarization; in the data active = inhibition above about 36%;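 also: 0% = enzyme with DMSO and 100% = wells lacking enzyme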
# Target sequence (Q92743 whole entry, looked up): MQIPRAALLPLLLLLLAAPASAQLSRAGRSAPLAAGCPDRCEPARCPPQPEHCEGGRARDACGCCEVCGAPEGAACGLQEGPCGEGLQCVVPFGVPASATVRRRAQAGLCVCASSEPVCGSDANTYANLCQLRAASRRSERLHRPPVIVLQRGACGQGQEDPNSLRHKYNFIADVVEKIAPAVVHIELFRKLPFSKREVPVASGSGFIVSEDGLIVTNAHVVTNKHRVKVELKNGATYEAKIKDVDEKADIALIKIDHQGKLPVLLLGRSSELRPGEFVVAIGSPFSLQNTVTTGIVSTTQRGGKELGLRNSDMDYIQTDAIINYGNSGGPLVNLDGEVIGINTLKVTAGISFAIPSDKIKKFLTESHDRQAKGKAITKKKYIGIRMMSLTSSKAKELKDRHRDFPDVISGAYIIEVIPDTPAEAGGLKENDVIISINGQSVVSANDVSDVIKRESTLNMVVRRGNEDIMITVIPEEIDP
# rCAG binder: binds r(CAG) RNA repeats; r(CAG) RNA repeat, TO-PRO-1 dye displacement fluorescence; inhibition, % at 3 µM; hit rate 1.3% among 370,000;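 active = inhibition above the plate cutoff, the mean of all test compounds on that plate plus 3 SD, cut at about 35% in these data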;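 also: 0% = DMSO alone and 100% = 100 µM mitoxantrone as full dye displacement; higher means more dye released from RNA so lower well fluorescence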
# LEDGF integ inh: blocks HIV-1 LEDGF/p75-dependent DNA integration. inhibition, % at 3.7 µM. TR-FRET IN-LEDGF/p75 DNA integration, Eu/Cy5. hit rate 0.64% among 370,000. AID 743269;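 active = inhibition above the screen-wide mean plus 3 SD, cut at about 13% in these data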;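 also: signal is the Cy5 over europium emission ratio at 671 and 618 nm; 0% = plate median of compound wells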
# SIAE primary: human SIAE inhibition, primary screen; Q9HAT2; SIAE FP-Rh probe binding, fluorescence polarization; inhibition, % at 9.66 µM; hit rate 0.69% among 370,000; AID 1053197;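 active = inhibition above a cutoff: mean of compounds within the control limits plus 3 SD of those, cut at about 17% in these data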;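 also: 0% = plate median of compound wells and 100% = probe without SIAE protein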
# Active calls of the source: *; nt = not tested or not shown. These rows are one share of the data; rates above refer to the full screens.
SMILES,PG9 binder,TDP2 inh,TCR-CD3 inh,Rev-erbA mod,PRMT1 inh,mABHD4 FP,HTRA1 inhibitor,rCAG binder,LEDGF integ inh,SIAE primary
O=C1NC2(CCCCC2)Cc2ccccc21,-0.8,11.9,-0.3,-0.2,2.1,5.4,1.6,-0.3,-0.3,0.1
CC(=O)Nc1cccc(NC(=O)CSc2nc(=O)n(Cc3ccccn3)c3c2CCC3)c1,1.3,-20.7,-4.8,0.6,0.0,0.1,-1.5,-3.3,-7.1,-1.5
CC1(C)C(C(=O)O)N2C(=O)C(NC(=O)Cc3ccccc3)C2S1=O (stereo unspecified),2.1,15.0,1.0,-1.0,22.9*,-1.4,4.7,1.4,-0.4,9.7
CCCCn1c(N)c(N(CC)C(=O)c2cccc(S(=O)(=O)N3CCCc4ccccc43)c2)c(=O)[nH]c1=O,0.1,3.9,-6.0,2.8,-0.5,2.8,4.1,-7.6,1.4,-0.8
Cc1cc(NC(=O)Cn2c(=O)c3c(ncn3CCC(C)C)n(Cc3ccccc3)c2=O)no1,0.9,1.2,-3.8,3.6,-1.2,1.8,-15.9,-3.3,-1.6,-1.1
O=C1CCc2cccc(O)c2N1,1.4,-0.1,-1.3,3.3,3.0,-0.7,6.2,2.1,-5.7,9.3
CCN(CC)S(=O)(=O)c1ccc(O)c(C(=O)OCC(=O)Nc2ccc(OC(F)(F)F)cc2)c1,-0.8,1.8,1.0,1.6,2.2,17.1,-1.3,19.7,-0.3,0.9
CCN(CC)c1nc(C)nc2c1sc(=S)n2C,-0.1,7.0,7.4,0.7,-4.8,-8.5,-12.2,-2.6,1.1,1.8
Cc1ccc(O)c(/C=N/NC(=O)COc2ccc3c(C)cc(=O)oc3c2)c1,-0.9,10.6,35.0*,-11.9,3.9,-1.9,7.0,5.0,-4.4,-3.3
O=C(COC(=O)C1CCC1)Nc1cccc(Cl)c1,-0.2,6.9,2.2,2.2,1.6,3.9,-0.5,-1.5,0.5,4.8
COc1cccc(NC(=O)CC2COc3ccccc3O2)c1 (stereo unspecified),0.8,-10.8,-2.5,1.4,2.6,-9.9,-6.8,0.2,1.7,1.0
O=C(O)CCS(=O)(=O)c1nc(-c2cccs2)cc(C(F)(F)F)n1,-0.1,13.1,1.6,-1.6,5.0,2.8,-12.1,1.6,1.7,4.5
Cc1cccc(OCC(=O)NCc2n[nH]c(=O)c3ccccc23)c1,-1.0,-18.9,4.3,0.5,-2.8,-0.8,-4.4,-4.8,-1.8,-10.4
O=C(CSc1nc2sc3c(c2c(=O)[nH]1)CCCC3)NCCO,-0.6,1.9,3.3,-4.7,8.2,-1.6,-0.4,1.4,-1.0,-4.1
O=C1C(=O)N(CCCN2CCOCC2)C(c2ccc(Cl)cc2)/C1=C(\O)c1ccc2c(c1)OCCO2 (stereo unspecified),10.0*,2.8,-1.9,0.2,1.5,5.5,3.1,14.7,1.7,-6.6
CCc1nc2ccc(C(=O)N(C)Cc3ccccc3)cn2c1N(CC)CCN(C)C,-1.7,-3.7,0.1,8.2,2.8,1.6,nt,-3.0,-2.7,8.5
COC(=O)C(C(=O)OC)C(C(C)C)C(C(=O)OC)C(=O)OC,-2.1,8.5,4.2,0.9,2.5,9.2,7.2,-1.5,0.1,-8.2
COc1ccc(CCNC(=O)Nc2ccc3c(c2)c(=O)n(C)n3CC=C(C)C)cc1OC,-0.1,4.5,-1.0,-0.4,3.3,5.1,nt,2.4,0.5,0.1
COc1ccc2c(C)c(Cl)c(=O)oc2c1,0.7,-4.4,6.4,2.7,-4.0,2.0,-2.4,4.3,1.9,4.4
O=C1NC(=O)/C(=C/c2cccc3ccccc23)S1,-2.5,0.8,6.9,-6.3,3.0,-26.2,-26.4,24.1,6.1,-24.7
O=C(COc1ccc(C(=O)c2ccccc2)cc1)NCC(=O)Nc1ccccc1Br,-0.9,-6.4,1.1,-1.8,-0.6,3.0,-0.1,2.3,0.2,-6.1
COc1cccc(CNc2ncn[nH]2)c1OCc1ccccc1F,-0.4,18.1,-0.3,-10.5,5.2,4.2,8.9,0.4,-1.1,-1.1
Cc1ccc(SCC(=O)NCCc2ccccc2)cc1,-0.8,6.1,9.4,-2.2,1.4,1.0,-2.1,14.4,0.6,-0.9
S=C(NCCCN1CCOCC1)NC1CC1,1.8,5.5,-2.4,-4.1,2.6,6.8,-3.7,-2.2,-0.9,2.4
N#C/C(=C/c1ccc(OC(=O)c2ccc(Br)s2)cc1)c1nc2ccccc2[nH]1,-0.5,8.1,-4.7,0.3,-3.7,-2.6,-13.9,5.1,-0.9,-1.3
O=C1CS/C(=N\N=C\c2ccco2)N1c1ccccc1,-3.9,8.4,9.9,-11.8,6.4,18.6,12.3,13.8,9.8,9.6
O=C(CCc1ccccc1)Nc1nnc(-c2ccc3c(c2)OCCO3)o1,-2.0,-6.0,-3.1,-2.0,1.5,0.1,-8.2,2.4,0.5,-0.8
Cc1sc2ncnc(N(C)Cc3ccco3)c2c1C,1.9,-13.9,5.7,4.8,-1.9,-10.2,-3.4,-1.3,-6.8,2.6
Cc1ccc(OCC(=O)Nc2ccc3c(c2)OCO3)c(C)c1,1.3,-11.9,12.3,1.8,-6.4,-11.5,-4.9,-5.8,3.2,5.0
O=c1oc2ccccc2c(NCCO)c1[N+](=O)[O-],1.9,-9.6,5.0,-1.6,1.0,-3.0,4.2,-1.8,1.0,-0.1
CCN(CC)C(=O)CSc1nc2ccccc2c(=O)n1OC(C)C,1.6,-0.9,2.0,-0.5,4.2,-6.2,-5.2,-4.7,-3.5,-1.2
O=C(NCCCNC(=O)c1ccccn1)c1ccc(F)cc1,0.4,-1.8,-6.0,-3.9,1.6,-4.8,-5.4,-1.4,0.4,-4.8
CCOC(=O)c1cc(-c2ccc(C)cc2)n(CC(=O)NCc2ccco2)c1C,2.2,5.0,-1.1,-6.3,0.3,8.2,-1.2,0.1,-2.5,3.7
Cn1ccsc1=NC(=O)c1cc(S(=O)(=O)N2CCOCC2)ccc1F,-2.3,7.6,5.1,-4.5,0.6,1.6,-3.5,2.2,2.9,-7.3
CC1=C(C(=O)NCCc2ccc(C)cc2)C2(CCC(C)CC2)OC1=O (stereo unspecified),0.7,0.5,-0.2,6.4,-5.1,5.1,-5.0,0.3,-1.4,9.7
O=C(Nc1ccccc1Cl)N1CCN(c2ncccn2)CC1,0.6,5.0,-4.7,-4.8,-1.7,-5.2,-2.0,-0.2,-2.4,-0.7
NC(=S)N/N=C/c1ccc(-c2ccccc2)o1,2.5,6.6,-5.6,1.3,11.0,-5.8,0.7,3.6,-4.0,3.7
Cn1c(NN)nc2sc3c(c2c1=O)CC(C)(C)OC3,-2.5,-9.7,2.2,-1.6,0.8,-1.2,13.5,5.0,-0.3,8.2
CN1CCN(c2ccc(NC(=O)COc3ccc(Cl)cc3Cl)cc2)CC1,-1.5,3.2,8.8,-0.9,0.6,3.9,4.8,-5.2,0.5,-0.2
Cc1c(C#N)c(NC(=O)CCl)n(Cc2ccc(F)cc2)c1C,-0.2,13.7,-9.9,4.0,0.5,-9.9,3.3,-1.7,0.6,4.3
CC(=O)Nc1ccc(OCC(=O)NC(C)c2ccc(F)cc2)cc1 (stereo unspecified),-0.8,6.4,1.6,7.3,1.0,1.1,5.0,-1.0,2.6,6.3
CCc1ccc(NC(=O)CC2C(=O)NCCN2C(=S)Nc2ccccc2)cc1 (stereo unspecified),-1.2,-4.2,2.9,-1.5,-4.0,-3.3,-4.3,4.1,-1.5,-3.2
CN1CCCCc2c1[nH]c1ccccc1c2=O,-1.1,2.7,-0.8,2.6,-1.6,-4.3,-5.4,2.8,0.0,0.9
Cc1ccc(OCC(=O)n2nc(C)cc2C)c(C)c1,-0.3,3.7,3.8,-0.7,-3.9,6.4,-0.7,-2.4,3.6,4.5
O=C(NCc1ccccc1F)Nc1nnc([C@@H]2C[C@H](O)[C@@H](CO)O2)s1,-0.6,-2.0,-4.6,-4.7,-3.1,0.0,nt,2.7,-0.1,-0.3

# Full records, looked up by structure.
# `CCN(CC)C(=O)CSc1nc2ccccc2c(=O)n1OC(C)C` across the screens: PG9 binder = 1.6; TDP2 inh = -0.9; TCR-CD3 inh = 2.0; Rev-erbA mod = -0.5; PRMT1 inh = 4.2; mABHD4 FP = -6.2; HTRA1 inhibitor = -5.2; rCAG binder = -4.7; LEDGF integ inh = -3.5; SIAE primary = -1.2
# `O=C(NCCCNC(=O)c1ccccn1)c1ccc(F)cc1` across the screens: PG9 binder = 0.4; TDP2 inh = -1.8; TCR-CD3 inh = -6.0; Rev-erbA mod = -3.9; PRMT1 inh = 1.6; mABHD4 FP = -4.8; HTRA1 inhibitor = -5.4; rCAG binder = -1.4; LEDGF integ inh = 0.4; SIAE primary = -4.8

# Next entries follow.
SMILES,PG9 binder,TDP2 inh,TCR-CD3 inh,Rev-erbA mod,PRMT1 inh,mABHD4 FP,HTRA1 inhibitor,rCAG binder,LEDGF integ inh,SIAE primary
CN(C)CCN(Cc1ccco1)c1ccccn1,-1.9,7.2,-2.6,7.6,-5.5,3.0,9.1,0.4,1.2,-3.9
CC(/C=C/c1ccccc1)=N\NC(=O)c1cc(C)nc2ccccc12,2.4,9.5,0.9,-2.8,-8.8,6.3,3.2,-2.9,1.8,6.8
COc1ccc(COC(=O)CN2C(=O)NC3(CCCC3)C2=O)cc1F,0.9,-7.1,-6.0,-3.3,2.2,0.3,-0.9,-4.7,-8.4,7.4
Cc1c(C(=O)N2CCN(C(=O)c3ccco3)CC2)oc2c(Cl)cccc12,1.1,18.8,6.5,-1.2,0.4,-1.3,-4.0,-5.2,-4.2,-4.5
CN(Cc1nc2ccccc2c(=O)[nH]1)Cc1nc2ccsc2c(=O)[nH]1,-0.2,-4.4,-1.1,-1.1,-4.5,5.2,4.5,-3.3,-0.8,0.5
Cc1ccc(OS(=O)(=O)c2ccc(-c3csc(C)n3)s2)c(C)c1,-0.7,5.2,3.0,-2.2,27.8*,-1.7,-8.8,5.6,-3.4,-10.9
CC(C)CNC(=O)COC(=O)CNC(=O)c1cc(Cl)cc([N+](=O)[O-])c1,-0.6,5.5,-2.7,0.7,1.7,-4.7,4.3,-2.5,-0.5,-2.2
COc1ccc(S(=O)(=O)N=Nc2c(O)[nH]c3ccccc23)cc1,-2.0,2.8,3.8,6.3,9.3,1.1,4.5,0.7,9.7,5.8
CCOCC(=O)Nc1nnc(Cc2ccc(OC)c(OC)c2)s1,-1.4,10.8,4.9,1.1,-0.3,0.3,11.9,-0.1,1.2,1.6
CCc1cc(=O)oc2c(C)c(OCC(=O)N3CCC(C(=O)O)CC3)ccc12,-1.8,3.4,5.5,3.8,-4.0,-1.0,0.8,1.1,3.1,-1.8
CCc1cc(Cn2nc(-c3ccccc3C)cc2C(=O)O)on1,1.2,1.7,-2.5,4.9,-2.2,-1.2,-0.2,2.2,-2.4,-4.6
N#C/C(=C\c1cccs1)C(=O)c1ccccc1,-0.5,0.9,-9.3,1.5,1.6,-15.9,-4.4,1.4,0.7,9.0
COc1cc(C(=O)NCC(c2cccnc2)N2CCN(c3ccccc3)CC2)cc(OC)c1OC (stereo unspecified),-0.7,-5.8,-1.5,0.4,-2.7,-3.2,-5.6,3.0,2.0,-3.9

# Assay outcomes (PubChem BioAssay)
